Screening results as filed in PubChem.
RXFP1 antag: qHTS Assay for Antagonists of the Relaxin Receptor RXFP1; Relaxin receptor 1 (Homo sapiens), Q9HBX9; HEK293-RXFP1, relaxin-stimulated cAMP HTRF, 30 min; stronger effect = lower value; activity change, negative = inhibition, % at 57.5 µM; 0.59% of 350,000 active; AID 1259400, 2018;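 active means activity change of -60% or lower, but not beyond a set lower limit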; further: on the % scale 0 is the no-effect control and ±100 the full control effect
Target sequence (Q9HBX9 whole entry, looked up): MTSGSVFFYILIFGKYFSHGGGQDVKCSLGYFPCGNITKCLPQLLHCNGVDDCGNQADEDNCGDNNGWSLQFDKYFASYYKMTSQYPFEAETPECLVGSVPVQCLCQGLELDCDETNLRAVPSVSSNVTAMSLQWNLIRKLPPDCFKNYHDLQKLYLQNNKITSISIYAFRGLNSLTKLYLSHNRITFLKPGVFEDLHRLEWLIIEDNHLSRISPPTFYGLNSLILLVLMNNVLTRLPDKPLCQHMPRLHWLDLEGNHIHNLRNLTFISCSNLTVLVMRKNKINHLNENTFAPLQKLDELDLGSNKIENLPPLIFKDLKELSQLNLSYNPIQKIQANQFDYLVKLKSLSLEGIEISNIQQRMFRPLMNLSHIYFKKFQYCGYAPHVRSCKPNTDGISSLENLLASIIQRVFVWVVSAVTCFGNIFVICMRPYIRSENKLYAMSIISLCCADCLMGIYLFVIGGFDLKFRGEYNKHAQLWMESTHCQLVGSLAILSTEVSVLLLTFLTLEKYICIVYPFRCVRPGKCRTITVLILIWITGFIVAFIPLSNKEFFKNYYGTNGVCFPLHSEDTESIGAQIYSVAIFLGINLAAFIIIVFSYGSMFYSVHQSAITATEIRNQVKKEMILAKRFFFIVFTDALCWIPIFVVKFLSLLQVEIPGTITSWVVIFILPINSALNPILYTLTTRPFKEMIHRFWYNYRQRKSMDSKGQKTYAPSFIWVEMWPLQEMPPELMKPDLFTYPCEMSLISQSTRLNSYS
D2 ag: HTS Assay for Allosteric Agonists of the Human D2 Dopamine Receptor: Primary Screen for Agonists | D(2) dopamine receptor (Homo sapiens), P14416 | HEK293 T-REx D2 cells, calcium flux agonist mode | activation, % at 2 µM | 0.53% of 340,000 active;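 active means activation over 3 SD above normal in the single-dose calcium agonist read, cut at about 30% in these data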; further: 0% is about no effect
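Agonism is scored from calcium flux in a force-coupled, inducible HEK293 cell line expressing D2, read kinetically for 180 s after compound addition against dopamine controls.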
D1 antag: Antagonist of Human D 1 Dopamine Receptor: qHTS | D(1A) dopamine receptor (Homo sapiens), P21728 | activity change, negative = inhibition, % at 10 µM | 3.2% of 360,000 active | HEK293 TREx D1 cells, calcium flux, dopamine EC80; stronger effect = lower value; in the data active means activity change below about -30%; further: on the % scale 0 is the no-effect control and ±100 the full control effect
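Using tetracycline-induced force-coupled D1 Hek293 cells and a calcium dye, signals were followed for 180 s after compound, then for 180 s after EC80 dopamine, to detect inhibitors.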
TRHR ag: qHTS for Small Molecule Agonists and Allosteric Enhancers of Human TRH Receptor: Primary Screen for Agonists. Thyrotropin-releasing hormone receptor (Homo sapiens), P34981. TRHR cells, calcium flux fluo-8, FDSS agonist mode. activation, % at 2 µM. 0.18% of 360,000 active. AID 493084, 2011; further: 0% is about no effect
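TRHR-expressing cells loaded with fluo-8 calcium dye; 23 nL library compound pin-transferred, kinetic FDSS fluorescence (Ex 480/Em 530) recorded about 180 s for agonist-induced calcium release, before a 10 nM TRH EC20 addition for potentiator mode.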
D1 agonist: Allosteric Agonists of the Human D1 Dopamine Receptor: qHTS | D(1A) dopamine receptor (Homo sapiens), P21728 | AID 504660, 2011 | HEK293 T-REx D1 cells, calcium flux, agonist mode | 1% of 360,000 active | activation, % at 2 µM; further: 0% is about no effect
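Inducible HEK293 T-REx D1 cells, force-coupled to calcium signalling, were plated at 4000 cells/well with tetracycline and held overnight at 30 C. After no-wash calcium dye loading, compound-evoked calcium rise over 180 s flagged agonists.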
TRHR PAM: qHTS for Small Molecule Agonists and Allosteric Enhancers of Human TRH Receptor: Primary Screen for Enhancers; AID 493056, 2011; enhancement, % at 2 µM; Thyrotropin-releasing hormone receptor (Homo sapiens), P34981; 0.66% of 360,000 active; TRHR cells, fluo-8 calcium fluorescence, EC20 TRH enhancement; in the data active means enhancement above about 30%; further: 0% is about no effect
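TRHR-expressing cells loaded with fluo-8 calcium dye were read kinetically (ex 480/em 530) during compound addition, then stimulated with an EC20 of TRH (10 nM final). Enhancement of the Gq-mediated intracellular calcium response was scored.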
D2 PAM: HTS Assay for Positive Allosteric Modulators of the Human D2 Dopamine Receptor: Primary Screen for Potentiators; 0.34% of 340,000 active; HEK293 T-REx D2, calcium flux, EC20 dopamine potentiation; AID 485347, 2010; potentiation, % at 10 µM;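 active means potentiation over 3 SD above the plate norm, cut at about 30% in these data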; further: 0% is about no effect
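Using a no-wash calcium dye in inducible, force-coupled HEK293 Trex cells expressing D2, we tracked fluorescence each second for 180 s after compound, then for 180 s after EC20 dopamine to detect augmented signalling.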
D1 PAM: Potentiators of Human D1 Dopamine Receptor: qHTS; D(1A) dopamine receptor (Homo sapiens), P21728; HEK293 TREx D1 cells, calcium flux, dopamine EC20 potentiation; potentiation, % at 10 µM; 0.036% of 360,000 active; in the data active means potentiation above about 30%; further: 0% is about no effect
D2 antag: HTS Assay for Allosteric Antagonists of the Human D2 Dopamine Receptor: Primary Screen for Antagonists; 2% of 340,000 active; HEK293 TREx D2 cells, calcium flux, dopamine EC80; AID 485344, 2010; inhibition, % at 10 µM; D(2) dopamine receptor (Homo sapiens), P14416; in the data active means inhibition above about 30%; further: 0% is about no effect
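Calcium flux kinetic readout in an inducible HEK293 TREx D2 line plated overnight at 30 C. After 180 s compound exposure, an EC80 dopamine challenge follows with another 180 s kinetic read to detect antagonism.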
Starred values were filed as active, the others as inactive; nt = not tested or not shown. Unless noted, no stated cut-off is given here; in the data, active means activation above about 30%; inactive means the rest.

SMILES	RXFP1 antag	D2 ag	D1 antag	TRHR ag	D1 agonist	TRHR PAM	D2 PAM	D1 PAM	D2 antag
Cc1nnc(SCCC(=O)Nc2ccc(Cl)cc2)o1	0	-0.4	7	0.3	6	8	4	3	-2
COc1ccccc1CNC(=O)CSc1ccc(-c2ccccn2)nn1	-1	-0.4	9	0.2	-3	27	-9	0	-2
COCCCNC(=S)NNC(=O)C(O)(c1ccccc1)c1ccccc1	-30	-0.4	nt	-0.1	1	17	-6	-2	-3
COc1ccc(NC(=O)CC2C(=O)N(C)C(=S)N2CCc2ccccc2)cc1 (stereo not drawn)	-15	1.1	-41*	1.5	5	-1	-1	-8	-6
Cc1nn(-c2ccccc2)c(C)c1C=O	-2	nt	7	0.2	3	-4	nt	1	nt
NCC(c1ccccc1)c1c[nH]c2ccccc12 (stereo not drawn)	-29	-0.4	nt	0.4	0	1	13	-4	-12
Cc1ccc(NC(=O)c2cnccn2)cc1S(=O)(=O)N(C)C	7	0.0	-6	1.1	-1	9	-4	7	9
O=C(CCNC(=O)c1ccco1)Nc1ccccc1N1CCOCC1	-3	-0.4	2	0.9	4	-2	nt	-2	-4
CC(=O)Nc1ccc(C(=O)CCl)cc1	nt	3.0	nt	1.5	1	3	10	-3	-1
CCn1c2ccc(C)cc2c2n[nH]c(=S)nc21	17	-2.3	7	-0.5	1	6	4	-3	-5
COc1ccccc1N1C(=O)C(Cl)=C(Nc2ccccc2O)C1=O	-20	nt	-1	6.2	13	-6	nt	6	nt
CC(=O)N1CCc2cc(Br)cc(S(=O)(=O)N3CCN(C(=O)c4ccco4)CC3)c21	0	0.3	6	-0.4	0	2	3	4	7
COc1cc(CCC(=O)OCC(=O)Nc2ccc(F)cc2F)cc(OC)c1OC	4	0.5	-48*	0.2	16	12	-2	-2	9
CCOC(=O)c1ccc(CN(Cc2ccc(C)cc2)S(=O)(=O)c2ccc(NC(C)=O)cc2)cc1	-8	0.9	-5	1.6	11	1	-15	-4	nt
COc1ccc(NC(=O)c2ccc3c(c2)N(Cc2cccc(Cl)c2)C(=O)c2ccccc2S3(=O)=O)cc1Cl	nt	0.7	-10	0.4	6	-2	-7	-2	nt
Cc1nc2nc(SCC(=O)c3ccccc3)[nH]c2cc1Br	-6	-0.4	31	1.0	8	-3	-5	-3	-10
Cc1c(C(=O)N(C)C2CC(C)(C)NC(C)(C)C2)oc2c(F)cccc12	-9	0.7	-16	0.4	3	1	-5	2	-1
CSc1ccccc1NC(=S)NC1CCCC1	0	-0.4	-21	-0.1	2	-10	-4	-2	1
O=C(Nc1ccc(Br)cc1F)C(NS(=O)(=O)c1cccc2nsnc12)c1ccccc1 (stereo not drawn)	-17	-0.6	-12	0.0	1	3	-8	0	nt
CC(=O)N(c1cccc(Cl)c1)c1nc(C)cc(C)c1C#N	-5	-0.1	7	0.4	1	4	8	-6	-7
CCOC(=O)c1cnc(SC)nc1N	-3	-0.5	-1	-1.6	2	7	8	3	22
CCC1(C)Cc2ccccc2-c2c1c(=O)n(-c1ccc(C)cc1)c1nnnn21 (stereo not drawn)	-5	0.4	-8	0.6	-2	7	-5	-4	-11
COc1cc(Br)c(CC(=O)O)cc1OC	6	-1.9	5	0.6	2	-1	-11	-4	16
Cc1ccc(NC(=S)NC2CC3CCC(C2)N3Cc2ccco2)c(C)c1 (stereo not drawn)	-3	-0.5	-43*	0.3	6	-3	-15	-7	4
O=S(=O)(Nc1ccc(F)c(C(F)(F)F)c1)c1ccc(N2CCCCS2(=O)=O)cc1	-9	nt	-24	-1.3	29	8	1	1	nt

Compound profiles (already shown):
COc1ccc(NC(=O)c2ccc3c(c2)N(Cc2cccc(Cl)c2)C(=O)c2ccccc2S3(=O)=O)cc1Cl is listed as RXFP1 antag = nt; D2 ag = 0.7; D1 antag = -10; TRHR ag = 0.4; D1 agonist = 6; TRHR PAM = -2; D2 PAM = -7; D1 PAM = -2; D2 antag = nt
NCC(c1ccccc1)c1c[nH]c2ccccc12 (stereo not drawn) is listed as RXFP1 antag = -29; D2 ag = -0.4; D1 antag = nt; TRHR ag = 0.4; D1 agonist = 0; TRHR PAM = 1; D2 PAM = 13; D1 PAM = -4; D2 antag = -12
Cc1c(C(=O)N(C)C2CC(C)(C)NC(C)(C)C2)oc2c(F)cccc12 is listed as RXFP1 antag = -9; D2 ag = 0.7; D1 antag = -16; TRHR ag = 0.4; D1 agonist = 3; TRHR PAM = 1; D2 PAM = -5; D1 PAM = 2; D2 antag = -1

Three records drawn at random from those above:
SMILES	RXFP1 antag	D2 ag	D1 antag	TRHR ag	D1 agonist	TRHR PAM	D2 PAM	D1 PAM	D2 antag
CCOC(=O)c1cnc(SC)nc1N	-3	-0.5	-1	-1.6	2	7	8	3	22
O=S(=O)(Nc1ccc(F)c(C(F)(F)F)c1)c1ccc(N2CCCCS2(=O)=O)cc1	-9	nt	-24	-1.3	29	8	1	1	nt
Cc1nc2nc(SCC(=O)c3ccccc3)[nH]c2cc1Br	-6	-0.4	31	1.0	8	-3	-5	-3	-10

New compounds follow.
SMILES	RXFP1 antag	D2 ag	D1 antag	TRHR ag	D1 agonist	TRHR PAM	D2 PAM	D1 PAM	D2 antag
Cc1ccc(S(=O)(=O)NC(CC(C)C)C(=O)Nc2ccncc2)cc1 (stereo not drawn)	-4	0.5	-19	0.0	1	3	-4	-6	20
Cc1ccc(-n2c(SCC(=O)Nc3cccc(S(=O)(=O)NC4=NCCCCC4)c3)nc3ccccc3c2=O)cc1	7	0.4	-1	0.7	3	14	13	-3	11
Cc1ccc2[nH]cc(C(=O)CN3CCOCC3)c2c1	7	-0.2	-8	0.0	1	23	11	2	-8
O=C1C2CCCCC2C(=O)N1c1ccc(NC2CCCCC2)c([N+](=O)[O-])c1 (stereo not drawn)	-2	-2.7	10	-0.4	0	-8	-3	3	-26
CN(C(=O)c1ccc(Br)cc1)C1CCS(=O)(=O)C1 (stereo not drawn)	7	-0.3	-10	-0.7	4	-1	13	-3	-9
Cc1cc(C(=O)COC(=O)c2cccnc2Cl)c(C)n1CC1CCCO1 (stereo not drawn)	-5	1.7	-11	0.4	19	1	11	-5	4
COc1ccc(CCNC(=O)c2cc3c(=O)n4ccccc4nc3n(Cc3ccco3)c2=N)cc1OC	-20	0.5	-4	0.7	-2	9	9	-7	17
CON=C1CCN(c2ncc(C(F)(F)F)cc2Cl)CC1	-1	0.1	-3	-0.3	1	-4	-3	3	15
O=C1CCN(CCc2ccccc2)CCN1[C@H](CSc1ccc(Br)cc1)c1ccccc1	nt	-0.1	4	0.3	10	1	-6	-5	1
CC(C)n1cc(/C=C2/SC(=O)N(CC(=O)Nc3ccc4c(c3)OCO4)C2=O)c2ccccc21	-14	0.5	-12	0.7	0	-1	-8	-2	-2
COc1ccc(/C=C/C(=O)Nc2nc3n(n2)C(c2ccc(F)cc2)C=C(c2ccccc2)N3)cc1 (stereo not drawn)	0	7.1	13	0.4	4	0	6	0	nt
Nc1n[nH]c(C2CC2)c1N=Nc1ccc(Cl)cc1	-2	0.1	6	-0.5	2	6	0	-9	-4
c1ccc(-n2ncc3c2ncn2nc(-c4ccco4)nc32)cc1	34	-0.4	5	-0.2	0	-4	9	-2	-11
O=C(CCc1ccccc1Cl)Nc1cc2c(cc1C(=O)O)OCCCO2	7	-0.2	1	2.2	4	3	6	2	7
Cc1ccc(-n2nnnc2Sc2nc([N+](=O)[O-])nn2C)cc1C	6	nt	-14	0.2	1	0	0	-5	nt
CC(C)(C)C(=O)N1CCC(O)(CS(=O)(=O)Cc2ccccc2)CC1	2	1.4	1	0.6	4	-5	-6	0	10
CN(Cc1ccccc1)Cc1nc2c(c(=O)n(C)c(=O)n2C)n1Cc1ccc(F)cc1	-1	0.3	-26	0.2	5	-8	2	-10	22
Cc1cccc(OCC(=O)Nc2cc(-c3ccccc3F)nn2-c2ccccc2)c1	nt	0.8	-13	0.9	10	-1	-9	0	nt
COc1ccc(C(CC(=O)O)N2Cc3ccccc3C2=O)cc1OC (stereo not drawn)	7	0.4	-2	0.9	3	0	7	-8	-19
Cc1oc(C(=O)Nc2ccc(C(=O)O)cc2)cc1COc1ccccc1	19	-1.2	0	0.2	0	4	0	1	3
CCOc1ccccc1/C=N/Nc1ccccc1[N+](=O)[O-]	-5	-0.1	37	-0.3	2	13	-3	7	-16
O=C1COc2ccc(-c3csc(=Nc4ccc(OC(F)F)cc4)n3CC3CCCO3)cc2N1 (stereo not drawn)	-20	0.1	-2	2.0	0	4	-5	-4	-3
COc1ccc(OC)c(CCNC(=O)Cn2ccc3cc(S(=O)(=O)N4CCCC4)ccc32)c1	12	0.1	1	-0.2	1	-8	4	-5	-3
COC(=O)c1ccc(Cn2cnc3c(cnn3-c3ccc(Cl)cc3)c2=O)o1	-4	-0.5	-22	-1.0	3	-1	14	-2	4
O=c1cc(CO)oc(CN2CCC(Cc3ccccc3)CC2)c1O	-6	-0.3	-16	1.4	3	21	-7	-1	4
Cc1cc(OCc2cc(C(=O)N3CCN(C)C(=O)[C@@H]3C)no2)cc(C)c1Cl	-2	0.6	-31*	0.2	23	4	30*	-7	3
CCCCCC#CCN1CCN(C23CC4CC(CC(C4)C2)C3)CC1	0	0.2	6	-0.1	0	-5	-25	-1	24

An excerpt from above in order of length of the SMILES, smallest number first.
SMILES	RXFP1 antag	D2 ag	D1 antag	TRHR ag	D1 agonist	TRHR PAM	D2 PAM	D1 PAM	D2 antag
CON=C1CCN(c2ncc(C(F)(F)F)cc2Cl)CC1	-1	0.1	-3	-0.3	1	-4	-3	3	15
O=C(CCc1ccccc1Cl)Nc1cc2c(cc1C(=O)O)OCCCO2	7	-0.2	1	2.2	4	3	6	2	7
O=C1C2CCCCC2C(=O)N1c1ccc(NC2CCCCC2)c([N+](=O)[O-])c1 (stereo not drawn)	-2	-2.7	10	-0.4	0	-8	-3	3	-26

No enrichment for hits, and some 7.1% of all compounds hit somewhere here.
